# Hsp70 displacement: small molecules displacing fluorescent ligand from Hsp70 – biochemical, fluorescence polarization, primary screen (AID 583); actives 0.06% (n = 140,000); one-dose displacement, % at 20 µM; IC50 in µM for titrated hits; Hsp70 fluorescence polarization probe displacement, mP; higher % means a stronger effect; in the data active = displacement above about 50%;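 also: plate controls were vehicle for no effect and reference ligand for full effect; a part of the inactive calls stands beside numbers as strong as those of hits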
# Rat MKP-3 inhibitors: inhibition of rat DUSP6 enzyme activity – biochemical, in vitro, primary screen (AID 425); actives 0.17% (n = 110,000); recombinant MKP-3 phosphatase activity, fluorescence; higher % means a stronger effect; inhibition, % at 20 µM; hits with a dose series show IC50 in µM; in the data active = inhibition above about 50%;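 also: plate controls were vehicle for no effect and reference inhibitor for full effect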
# The depositor's hits bear a star; . = not tested or not shown; & = joins results of further samples. This is a subset; count on the stated rates, not on these rows.
SMILES,Hsp70 displacement,Rat MKP-3 inhibitors
COc1ccc(NC(=O)C2CCN(c3nc(C)cc(C)n3)CC2)cc1,3.3%,.
CN1CCN(C(CNS(=O)(=O)c2ccc(Cl)cc2)c2cccnc2)CC1 (configuration not stated),-1.1%,-6%
CCN(CC)C(=O)CN(c1cccc(OC)c1)S(=O)(=O)c1ccc(C)cc1,-1.1%,.
CCOC(=O)/C(C#N)=C1/N(C)c2ccccc2N1N,3.3%,0%
Cc1cc([N+](=O)[O-])c(-c2ccc(C=C3C(=O)c4ccccc4C3=O)o2)cc1Cl,0.3%,0%
COC(=O)c1ccccc1NC(=O)CSc1nnnn1C1CCCCC1,-2.0%,-9%
CCOc1cc(-c2noc(CCC(=O)Nc3cccnc3)n2)ccc1OC,-1.6%,-11%
O=C(OCCN1CCCCC1)c1ccc(O)cc1,-2.1%&-4.6%,-2%&2%
Cc1cccc(-c2noc(-c3cccc([N+](=O)[O-])c3C)n2)c1,-2.1%,3%
O=C(N/N=C/c1ccco1)c1cc(-c2cccc3ccccc23)n[nH]1,-4.6%,.
CCOC(=O)C1C(=O)NC(N2CCOCC2)=NC1C(C)C (configuration not stated),-5.1%,-2%
N=c1sccn1CC(=O)Nc1ccc(Cl)c(S(=O)(=O)N2CCOCC2)c1,-1.3%,.
COc1ccc(COC(=O)c2ccc(N3CCCC3=O)cc2)cc1F,-0.9%,-3%
COc1ccc(OCC(O)CNc2ccc(Br)cc2)cc1 (configuration not stated),3.9%,-11%
O=C(N1CCN(c2ccccc2)CC1)C(F)(F)C(F)F,.,-8%
CCOC(=O)CNC(=O)CSc1nc2cccnc2n1C,-1.0%,-8%
CCc1ccc(-c2nn[nH]n2)cc1,1.2%,-5%
CSCCC(NS(=O)(=O)c1ccc(Cl)cc1)C(=O)OCC(=O)NC12CC3CC(CC(C3)C1)C2 (configuration not stated),0.4%,.
O=C1C(=O)N(CC2CCCO2)C(c2ccc([N+](=O)[O-])cc2)/C1=C(/O)c1ccccc1 (configuration not stated),-6.4%,2%
O=C(CNC(=O)c1ccc(Cl)cc1)NCCCn1ccnc1,-1.6%,9%
COc1ccc(CCN(C(=O)c2ccc(F)cc2)C2=CC3CCC(C2)N3C)cc1OC (configuration not stated),-4.4%&-3.3%,-6%&3%
O=C(/C=C/c1c[nH]c2ccccc12)c1ccc([N+](=O)[O-])cc1,-80%,2%
O=C1CCC([N+](=O)[O-])C(c2ccc(Cl)c(Cl)c2)N1 (configuration not stated),-1.7%,2%
O=C(CC(=O)NC1CCCCC1)N/N=C/c1ccccc1OCc1ccccc1,1.6%,0%
COC(=O)c1[nH]c2ccc(C)cc2c1NC(=O)Oc1ccccc1,5.5%,.
COc1cc(C)nc(Nc2nc(C)c(C(C)=O)s2)n1,-0.3%,13%
Cc1ccc([N+](=O)[O-])cc1NC(=O)CC1Sc2ccccc2NC1=O (configuration not stated),-1.6%,4%
O=C(O)CC1S/C(=N\N=C\c2ccc([N+](=O)[O-])cc2)NC1=O (configuration not stated),0.2%,5%
CCN1CCN(c2ncnc3c2cnn3-c2ccc(C)cc2C)CC1,-1.8%,-1%
Cc1nnc(Nc2ccc3c(c2)ncn3C)c2ccccc12,0.7%&2.0%,-2%&1%
CC(C)(C)NC(=O)NC(=O)CSc1nnc(COc2ccccc2Cl)o1,5.3%,.
COC(=O)C1=CNC=C(C(=O)OC)C1c1ccsc1,4.0%,0%
COc1ccc(-c2nnc(SCC(=O)NC(=O)NCc3ccccc3)o2)cc1,5.5%,.
O=C(Nc1cccc(I)c1)C(c1ccccc1)c1ccccc1,4.0%,2%
CCOC(=O)N1CCN(C(=O)CSCC(=O)N=c2sc3cc(OC)ccc3n2C)CC1,.,5%
Cc1ccc(C(=O)N2CCOCC2)cc1Cl,5.2%,-10%
COc1ccc(NC(=O)N2CCCC(C(=O)NC(C)C)C2)cc1 (configuration not stated),2.3%,.
Cc1cccc(NC(=O)C2(c3ccccc3)CCCC2)n1,-2.9%,0%
Cc1cc(C(C)(C)C)cc(S(=O)(=O)Nc2ccc(O)c(C(=O)O)c2)c1C,-5.4%,.
CC(C)Cn1c(SCC(=O)NC2CCCc3ccccc32)nc(O)cc1=O (configuration not stated),-1.1%,-2%
O=C(O)C(C(=O)O)C1c2ccccc2Sc2ccccc21,0.4%,-1%
O=C(Nc1ccc(F)c(F)c1)C1CC1c1ccccc1 (configuration not stated),-1.5%,1%
CCCCCCCC(=O)N/N=C(\C)c1cccnc1,-0.7%,.
COC(=O)c1sc(NC(=O)COc2cccc3ccccc23)nc1C,3.1%,.
CCc1ccc(NS(=O)(=O)c2ccc3[nH]cc(C(=O)N4CCCCC4)c(=O)c3c2)cc1,3.9%,4%
Cc1ccccc1CN1C2=NCCN2c2ccccc21,-2.4%,2%
Cc1cc(F)ccc1S(=O)(=O)Nc1ccccc1C(=O)Nc1ncn[nH]1,1.5%,3%
COc1ccc(C(=O)Nc2ccc(S(=O)(=O)N3CCCC3)cc2)c(OC)c1,-4.2%,.
O=C1CC(N2CCC(O)(c3ccc(Cl)cc3)CC2)C(=O)N1 (configuration not stated),6.8%,-3%
CCc1nnc(NC(=O)C2CC(=O)N(Cc3ccco3)C2)s1 (configuration not stated),1.4%,-6%
# (further entries)
SMILES,Hsp70 displacement,Rat MKP-3 inhibitors
CCSc1nc2ccccc2n1CCOc1ccccc1,1.3%,.
CCOc1ccccc1C1C2C(=O)N(c3ccccc3)C(=O)C2ON1c1ccccc1 (configuration not stated),-2.0%,-9%
CC12CCC(C(=O)Nc3cc(Cl)ccc3Cl)(C/C1=N\O)C2(C)C (configuration not stated),-5.8%,.
CCOc1cccc2cc(-c3csc(NC(=O)CCC(=O)N4CCN(C)CC4)n3)c(=O)oc12,4.9%,9%
O=C(O)/C=C\C(=O)Nc1ccccc1C(=O)NCc1ccccc1,-3.2%,.
Cc1nc2sc(C(c3cccc(F)c3)N3CCN(C(=O)c4ccco4)CC3)c(O)n2n1 (configuration not stated),-0.2%,2%
CC(=O)c1cc(C)ccc1OC(=O)c1cccc2nc(C)oc12,3.7%,4%
Cc1ccc(/C=N/n2cnc3sc4c(c3c2=O)CCCC4)o1,-4.0%,-6%
Cc1c(Br)cc(C(=O)NC2CCCCC2)c(C)c1C,1.3%,.
O=C(Nc1ccc(Cc2ccc(NC(=O)c3cccnc3)cc2)cc1)c1cccnc1,6.3%,-1%
Cc1ccc(C(=O)Nc2sc3c(c2C(=O)N2CCCCCC2)CCCC3)cc1,0.9%,3%
COc1ccc(C2=NOC(Cn3c(Cc4ccc(Cl)cc4)nc4c3c(=O)n(C)c(=O)n4C)C2)cc1 (configuration not stated),-2.5%,-4%
CS(=O)(=O)N(CC(=O)Nc1ccc2c(c1)OCO2)Cc1ccccc1,7.8%,-3%
CCc1nc2sc3c(c2c(=O)n1NC(=O)CCl)CCCC3,3.9%,.
COc1cccc(CN2CCN(Cc3cccn3C)CC2)c1,3.7%,5%
O=C(O)c1ccc(NC(=O)c2ccccc2NC(=O)c2ccccc2Cl)cc1,-2.5%,3%
COCCCNC(=O)C1CCCCN1S(=O)(=O)c1ccc(F)cc1 (configuration not stated),-4.0%,1%
CC1=CCC(C(=O)O)(C(=O)N/N=C/c2cccs2)C(c2ccc([N+](=O)[O-])cc2)C1 (configuration not stated),-3.7%,.
COc1ccc(OC)c(N(CC(N)=O)S(=O)(=O)c2ccc(OC)c(OC)c2)c1,-3.8%,.
Cc1ccc(OCC(=O)Nc2sc3c(c2C#N)CCCC3)cc1C,-2.2%,3%

# Entries of single compounds from above. Screens in order: Hsp70 displacement | Rat MKP-3 inhibitors
# `CCc1ccc(-c2nn[nH]n2)cc1` reads 1.2% | -5%
# `Cc1ccc(OCC(=O)Nc2sc3c(c2C#N)CCCC3)cc1C` reads -2.2% | 3%

# Arranged by value in Hsp70 displacement (largest number first): some entries from above
SMILES,Hsp70 displacement,Rat MKP-3 inhibitors
CS(=O)(=O)N(CC(=O)Nc1ccc2c(c1)OCO2)Cc1ccccc1,7.8%,-3%
COc1cccc(CN2CCN(Cc3cccn3C)CC2)c1,3.7%,5%
Cc1ccc(C(=O)Nc2sc3c(c2C(=O)N2CCCCCC2)CCCC3)cc1,0.9%,3%
CC1=CCC(C(=O)O)(C(=O)N/N=C/c2cccs2)C(c2ccc([N+](=O)[O-])cc2)C1 (configuration not stated),-3.7%,.
COCCCNC(=O)C1CCCCN1S(=O)(=O)c1ccc(F)cc1 (configuration not stated),-4.0%,1%

# Additional compounds
SMILES,Hsp70 displacement,Rat MKP-3 inhibitors
CC(C)OC(=O)CC(O)(c1ccccc1)C(F)(F)C(F)F (configuration not stated),-5.3%,3%
Cc1ccnc(NS(=O)(=O)c2ccc(NC(=O)c3cccc(I)c3)cc2)n1,2.9%,1%
O=C(Nc1ccc2c(c1)OCCO2)NC1(C(F)(F)F)Oc2ccccc2O1,0.6%,-1%
CCCOc1ccc(C(=O)Nc2ccc3ccccc3c2)cc1,-1.0%,4%
CN1C(=O)/C(=C/c2cc(Br)cc([N+](=O)[O-])c2O)SC1=S,-84%,-1%
O=C(NCc1cccnc1)c1nn2c(c1Cl)NC(c1cccs1)CC2C(F)(F)F (configuration not stated),-3.3%,-1%
O=C(NC1CCCC1)C(c1ccncc1)N(Cc1cccs1)C(=O)c1csnn1 (configuration not stated),.,-8%
N#CCCCSc1ncccc1-c1nc2ccccc2[nH]1,1.8%,-7%
CN(C)c1ccc(-c2ncnn2-c2sc3c(c2C#N)CCCC3)cc1,-6.7%,-2%
CC(C)Cc1ccc(S(=O)(=O)N2CCOCC2)cc1,-1.9%,.
CCc1ccccc1NC(=O)c1c(NC(=O)c2cccs2)sc2c1CCCC2,1.4%,7%
O=C(COc1ccccc1)N1CCN(c2ncnc3c2cnn3-c2ccccc2)CC1,1.7%,5%
c1ccc2c(Cn3ccnc3)c[nH]c2c1,-0.5%,-2%
Cc1ccc(N2C(=O)NC(=O)/C(=C\c3cc(Br)ccc3OCC(=O)O)C2=O)cc1,-2.1%,-2%
CSc1ccc(S(=O)(=O)N(CC(=O)Nc2cc(C)cc(C)c2)c2ccc(C)cc2)cc1,-0.9%,-8%
O=c1[nH]c(/C=C/c2ccccc2)c([N+](=O)[O-])c(=O)[nH]1,6.3%,0%
COc1ccc(NC(=O)c2cccc(N3C(=O)c4ccc(C(=O)Nc5ccc(OC)cc5)cc4C3=O)c2)cc1,0.2%,-1%
O=C1C(Cc2ccccc2)S/C(=N/N=C/c2cccc([N+](=O)[O-])c2)N1c1ccccc1 (configuration not stated),3.2%,0%
COc1cccc(C2CC(c3ccc(Cl)cc3Cl)n3nc(N)nc3N2)c1 (configuration not stated),-0.9%,-7%
CCC(C)n1c(-c2ccco2)nc2nc3ccccc3nc21 (configuration not stated),-4.7%,.

# Gathered by group: the compounds so far with bromine
SMILES,Hsp70 displacement,Rat MKP-3 inhibitors
COc1ccc(OCC(O)CNc2ccc(Br)cc2)cc1 (configuration not stated),3.9%,-11%
Cc1c(Br)cc(C(=O)NC2CCCCC2)c(C)c1C,1.3%,.
CN1C(=O)/C(=C/c2cc(Br)cc([N+](=O)[O-])c2O)SC1=S,-84%,-1%
Cc1ccc(N2C(=O)NC(=O)/C(=C\c3cc(Br)ccc3OCC(=O)O)C2=O)cc1,-2.1%,-2%

# (more compounds)
SMILES,Hsp70 displacement,Rat MKP-3 inhibitors
CC(=O)Nc1cc(C(=O)O)cc(N)c1Cl,-0.2%,2%
Cc1nc(-c2ccccc2O)n(S(=O)(=O)N(C)C)n1,8.3%,-11%
COc1ccc(NC(=O)CSc2nccc(C)n2)cc1,-3.2%,-8%
CC(=O)c1cccc(NC(=O)CN(Cc2ccccc2)S(C)(=O)=O)c1,3.9%,-4%
CCC(Oc1ccccc1)C(=O)Nc1cccc2c1C(=O)c1ccccc1C2=O (configuration not stated),2.9%,-1%
COc1ccc(N(C(C)=O)S(=O)(=O)c2cc(OC)ccc2OC)cc1,1.0%,1%
COC(=O)c1ccccc1NC(NC(=O)c1ccco1)C(=O)c1ccccc1 (configuration not stated),3.0%,-12%
Cc1nn(Cc2cccc(C(=O)NC34CC5CC(CC(C5)C3)C4)c2)c(C)c1Br,-0.7%,.
Cn1c(=O)c2c(nc(Sc3ncccn3)n2Cc2ccc(Cl)cc2)n(C)c1=O,1.4%,5%
CCOc1ccc2c(=O)c(Oc3ccccc3OCC)coc2c1,-1.7%,.
O=C(O)c1cccc(N2Cc3ccc(Br)cc3C2)c1,-0.6%,0%
O=S(=O)(Nc1ccc(F)cc1)N1CCCCCC1,-7.5%,-3%
CCN(CC)CCN1C(=O)C(=O)/C(=C(/O)c2ccc(OC)cc2)C1c1ccco1 (configuration not stated),0.2%,-6%
O=C(O)c1ccc(N=C2SCC(=O)N2Cc2ccccc2)cc1,2.0%,3%
O=C(NCc1ccc2c(c1)OCO2)c1ccc(Cl)cc1[N+](=O)[O-],5.6%,3%
CC(=O)N(C)c1ccc(NC(=O)c2ccccc2C(=O)O)cc1,-7.1%,6%
C/C(CC(=O)N1CCCCC1)=N\NC(=O)c1cccc(O)c1,0.0%,3%
CCN(CC)C(=O)c1ccc(CN(c2cc(Cl)ccc2C)S(=O)(=O)c2ccccc2)cc1,1.6%,2%
CC1CC(C)CN(c2ncc3c(n2)CC(c2ccc(Cl)cc2)CC3=O)C1 (configuration not stated),-4.1%,6%
c1cncc(-c2nnc(-c3ccco3)o2)c1,-3.1%,-6%
COc1cc(C2Nc3ccccc3C(=O)N2c2ccc(C)cc2)ccc1O (configuration not stated),-1.6%,5%
CCCCOc1ccc(C=C2C(=O)NC(=S)NC2=O)cc1OC,-2.2%,1%
O=C(CSc1nnc(COc2ccccc2)n1Cc1ccco1)NCc1ccco1,-2.1%,6%
O=C1Nc2ccccc2C1=Cc1nc2ccccc2c(=O)n1-c1cccc2ccccc12,-3.8%,1%
Cc1ccc(SC(C)C(=O)Nc2ncn[nH]2)cc1 (configuration not stated),6.9%,-1%
CCCSc1nc2sc3c(c2c(=O)[nH]1)CCc1ccccc1-3,-0.4%,-2%
